POLK inh: qHTS for Inhibitors of Polymerase Kappa; purified Pol kappa, fluorescent DNA synthesis assay, 10 min; Potency, µM (highest dose often 107 µM), for the others: top-dose activity, negative = inhibition, usual class: inhibitors; 0.53% of 400,000 active; note: % is set by controls: 0 for no effect and ±100 for the full control effect
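First, compounds were pin-transferred onto 10 nM Pol kappa. After 15 min at room temperature, substrate was added to 50 nM final. Fluorescence was then measured kinetically at 0 and 10 min.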
G9a block: qHTS Assay for Inhibitors of Histone Lysine Methyltransferase G9a. G9a H3K9 monomethylation, AlphaScreen, 2 h. Histone-lysine N-methyltransferase EHMT2 (Homo sapiens), Q96KQ7. AID 504332, 2011. 8.8% of 350,000 active. Potency, µM (top dose mostly 102 µM), without a hit: top-dose activity, negative = inhibition, hits mostly inhibitors; note: % is set by controls: 0 for no effect and ±100 for the full control effect; nearly all actives have a fitted effect of over 75% in size
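Quantitative HTS format: methyltransferase activity on a biotin-tagged H3K9 peptide is measured by AlphaScreen, using a rabbit anti-monomethyl-H3K9 antibody with streptavidin donor and anti-IgG acceptor beads. Final levels are 20 nM enzyme, 500 nM peptide, 20 uM SAM; 2 h RT.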
POLH inh: qHTS for Inhibitors of Polymerase Eta | DNA polymerase eta (Homo sapiens), Q9Y253 | recombinant Pol eta, fluorescent DNA replication assay | Potency, µM (titrated, usually from 114 µM), without a hit: at the highest dose activity change, negative = inhibition, hits mostly inhibitors | 1.2% of 390,000 active | AID 588591, 2011; note: % is set by controls: 0 for no effect and ±100 for the full control effect
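Fluorescent replication assay: 50 nM final substrate added after a 15 min room-temperature compound preincubation with 10 nM enzyme. Signal taken at 0 min and again at 10 min.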
Pol iota inh: qHTS for Inhibitors of Polymerase Iota | AID 588590, 2011 | DNA polymerase iota (Homo sapiens), Q9UNA4 | Potency, µM (highest dose often 115 µM), without a hit: at the highest dose activity, negative = inhibition, most hits filed as inhibitors | 1% of 390,000 active | Pol iota fluorescent replication assay, 10 min
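Pol iota at 10 nM preincubated 15 min with compounds at room temperature; reaction started with fluorescent substrate, 50 nM final. Fluorescence read kinetically at 0 and 10 min; buffer-only wells as negative control.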
BAZ2B inh: qHTS Assay for Inhibitors of BAZ2B. AlphaScreen BAZ2B-H3K14Ac peptide displacement. Potency, µM (series often up to 114 µM), inactives show at the highest dose activity change, negative = inhibition, actives largely listed as inhibitors. 4.4% of 360,000 active; note: % is set by controls: 0 for no effect and ±100 for the full control effect; nearly all actives have a fitted effect of over 60% in size
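AlphaScreen displacement: compounds (up to 110uM) incubated 30 min at room temperature with a preformed 50 nM BAZ2B/50 nM biotinylated H3K14Ac peptide complex in PBS pH 7.4 with Tween-20. Donor and acceptor beads at 10 ug/mL final added, 20 min light-protected before reading.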
JMJD2A Tudor: qHTS Assay for Inhibitors of JMJD2A-Tudor Domain. Lysine-specific demethylase 4A (Homo sapiens), O75164. AlphaScreen JMJD2A-Tudor / H3K4me3 peptide binding. Potency, µM (highest dose often 114 µM), inactives show at the top dose activity change, negative = inhibition, most hits filed as inhibitors. 4.4% of 390,000 active; note: % is set by controls: 0 for no effect and ±100 for the full control effect; nearly all actives have a fitted effect of over 50% in size
Target sequence (O75164 whole entry, looked up, the tested form may be a part): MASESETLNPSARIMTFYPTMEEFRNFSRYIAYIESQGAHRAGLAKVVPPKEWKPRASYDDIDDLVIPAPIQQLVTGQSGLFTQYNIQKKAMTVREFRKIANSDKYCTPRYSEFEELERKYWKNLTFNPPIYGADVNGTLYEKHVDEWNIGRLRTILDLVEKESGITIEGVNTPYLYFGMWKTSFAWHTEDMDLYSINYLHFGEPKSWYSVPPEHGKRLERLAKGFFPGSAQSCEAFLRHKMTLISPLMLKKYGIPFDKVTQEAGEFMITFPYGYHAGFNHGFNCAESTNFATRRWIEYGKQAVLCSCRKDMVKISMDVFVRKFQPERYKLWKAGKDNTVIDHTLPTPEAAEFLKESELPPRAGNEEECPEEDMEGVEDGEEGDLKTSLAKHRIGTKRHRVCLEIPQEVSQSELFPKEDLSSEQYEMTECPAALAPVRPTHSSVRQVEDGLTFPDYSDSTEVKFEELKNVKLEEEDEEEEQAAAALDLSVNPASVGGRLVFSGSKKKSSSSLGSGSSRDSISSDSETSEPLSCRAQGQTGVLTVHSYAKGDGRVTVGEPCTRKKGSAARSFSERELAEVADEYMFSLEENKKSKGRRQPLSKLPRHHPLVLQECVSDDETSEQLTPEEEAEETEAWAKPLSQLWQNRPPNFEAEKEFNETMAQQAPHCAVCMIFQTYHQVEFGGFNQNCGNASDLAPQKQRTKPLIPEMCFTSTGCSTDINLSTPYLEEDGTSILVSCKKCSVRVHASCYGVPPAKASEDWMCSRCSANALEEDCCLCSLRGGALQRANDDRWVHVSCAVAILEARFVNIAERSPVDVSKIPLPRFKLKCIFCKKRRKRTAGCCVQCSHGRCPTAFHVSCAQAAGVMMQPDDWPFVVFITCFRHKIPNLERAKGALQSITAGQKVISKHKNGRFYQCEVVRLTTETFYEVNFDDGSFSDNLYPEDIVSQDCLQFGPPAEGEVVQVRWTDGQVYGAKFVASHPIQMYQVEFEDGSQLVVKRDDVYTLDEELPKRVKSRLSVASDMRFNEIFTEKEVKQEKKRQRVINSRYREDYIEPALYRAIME
APE1 inh: qHTS Assay for Inhibitors of the Human Apurinic/apyrimidinic Endonuclease 1 (APE1); Potency, µM (highest dose often 65.8 µM), for the others: at the highest dose activity change, negative = inhibition, hits mostly inhibitors; recombinant APE1, TAMRA/BHQ-2 abasic DNA cleavage fluorescence; DNA repair nuclease/redox regulator APEX1 (Homo sapiens), P27695; 0.35% of 350,000 active;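 note: plate controls were vehicle for no effect and reference inhibitor for full effect; nearly all actives have a fitted effect of over 55% in size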
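Compound pre-exposure to 0.75 nM APE1, 15 min at ambient temperature. Reaction initiated with 50 nM TAMRA/BHQ-2 THF substrate, read immediately in kinetic mode, 525 nm excitation, 598 nm emission.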
Pol beta inh: qHTS Assay for Inhibitors of DNA Polymerase Beta | Pol beta primer extension/strand displacement, fluorescence kinetic | 1.3% of 340,000 active | Potency, µM (titrated, usually from 114 µM), for the others: at the highest dose activity change, negative = inhibition, usual class: inhibitors; note: % is set by controls: 0 for no effect and ±100 for the full control effect
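Pol beta (10 nM) and compounds were preincubated 15 min at room temperature, then 50 nM substrate (final) started primer extension/strand displacement. Reads were taken at 0 and 10 min; concentration-response data were fitted to a four-parameter Hill equation.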
BLM helicase inh: qHTS Assay for Inhibitors of Bloom's syndrome helicase (BLM); RecQ-like DNA helicase BLM (Homo sapiens), P54132; recombinant BLM DNA unwinding, fluorescence dequenching; Potency, µM (titrated, usually from 56.1 µM), for the others: top-dose activity change, negative = inhibition, most hits filed as inhibitors; 0.2% of 350,000 active; AID 2528, 2010;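 note: plate controls were vehicle for no effect and no enzyme for full effect; nearly all actives have a fitted effect of over 35% in size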
Active calls of the source: *; ? = inconclusive; . = not tested or not shown; [ ] = dose if it differs, or a comment. Calls come from the whole dose curve; as a rule, active = well fitted curve in the direction sought with a large enough effect; inconclusive = small, poorly fitted or top-dose-only effect, or another doubt; inactive = no such curve, though single readings can be large; an effect the other way counts as inactive or inconclusive. Potency is the fitted concentration of half-maximal effect. A portion of the library. The share of hits here may be higher or lower than overall.

SMILES | JMJD2A Tudor | POLH inh | BLM helicase inh | G9a block | BAZ2B inh | Pol iota inh | POLK inh | APE1 inh | Pol beta inh
Cc1ccn2c(C(=O)NN=C3CCN(C)CC3)c(C)nc2c1 | ? | -11% | 7% | 49%[activator][59 µM] | ? | 65%[activator] | 5% | 5% | ?
CCOC(=O)c1cc(C)n(-c2ccccc2)c1C | -29% | 0% | -4% | 4% | 79µM* | 15% | -4% | -4% | 6%
Cc1ccc(NC(=O)Nn2cnnc2)c(C)c1 | 8% | -10% | -7% | -11% | -3% | ? | -1% | 17% | -3%
Cc1ccc(C(C)NC(=O)C2CCCC2)c(C)c1 (stereo unspecified) | -3% | -2% | -2% | 22%[0.501 µM] | 6% | -7% | 5% | 18% | 22%
CCOC(=O)c1ccc(Nc2ncnc3nc[nH]c23)cc1 | 0% | -8% | -1% | -7%[2.33 µM] | 7% | -9% | 18% | -2% | 24%
Cc1ccc(C(=O)N/N=C\c2cc(Br)c(Br)o2)cn1 | -20% | ? | -13% | 50µM* | 50µM* | ? | ? | ? | ?
Cc1c(C(=O)Nc2ccc(OC(F)(F)F)cc2)sc2nc3n(c(=O)c12)CCC3 | -6% | 0% | -4% | -8% | -22%[57.1 µM] | 5% | -6% | ? | -18%
CN(C)c1ccc(CNn2cnnc2SCc2ccccc2F)cc1 | ? | 3% | 0% | -6%[12.7 µM] | ? | 4%[58.9 µM] | -3% | 4% | -10%
Cc1ccc(NC(=O)COc2ccc(CCO)cc2-n2nc3ccccc3n2)cc1C | -26% | -18% | 1% | 9%[59 µM] | -5% | 9% | -12% | -4% | 4%
O=C(Nc1ccc2oc(-c3cccc(Cl)c3Cl)nc2c1)c1cccc(Br)c1 | ? | ? | -24% | ? | -17% | 5% | -5% | . | ?
O=C(Nc1cc(C(F)(F)F)ccc1Cl)c1cccnc1 | -7% | 10% | -2% | 22%[59 µM] | -2% | 10% | -9% | 6% | 3%
COc1ccnc2c1c(=O)n(Cc1ccc(F)cc1)c(=O)n2C | 7% | -15% | -4% | 8%[59 µM] | -1% | 6% | -12% | 39% | -7%
CCCCN(C(=O)c1cccc(S(=O)(=O)N2CCN(Cc3ccccc3)CC2)c1)c1ccccc1 | ? | -16% | -10% | 6% | -38% | -9% | -32% | -40% | ?
Cc1ccc(C)n1-c1ccc(C(=O)N2CCOCC2)cc1 | -24% | -26% | -2% | ? | 7% | 25% | 4% | -1% | 0%
Cc1ccc(CNS(=O)(=O)NCc2cccs2)cc1 | -10% | -13% | -11% | 10% | -2% | -2% | -17% | 10% | 10%
O=C(CCN1CCCCO1)N1CCCC(Nc2ccc(F)c(F)c2)C1 (stereo unspecified) | -14% | -9% | 0% | 28% | -2% | 2% | -11% | 15% | 8%
COc1ccc2c(c1)cc(C(=O)N/N=C/c1c(O)c(C(=O)O)cc3ccccc13)n2C | ? | 40µM* | ? | -17% | -10% | ? | -22% | -36% | 32µM*
O=C(NCCCNC(=O)c1ccc(-c2cc(Cl)ccc2Cl)o1)c1cnccn1 | -25% | -17% | 2% | . | -37% | 2% | 3% | -11% | 12%
c1ccc(CC2CCN(C3=Nc4cccc5cccc3c45)CC2)cc1 | 22µM* | -12% | 1% | ? | 50µM* | ? | -7% | -5% | ?
O=C(Cc1ccc(-c2ccccc2)cc1)NNC(=S)NCc1ccco1 | 2%[11.4 µM] | ? | -20% | -22% | -25% | 43%[activator] | 0% | ? | -2%
O=C(N/N=C/c1cc2c(cc1[N+](=O)[O-])OCO2)c1cccnc1 | -9% | 0% | -4% | -26% | 0% | -9% | -27% | -2% | -1%
Cc1ccccc1C(=O)N(Cc1ccc(N(C)C)cc1)CC1CCCO1 (stereo unspecified) | ? | -19% | 4% | ? | ? | 22% | -4% | . | 4%
CC(C)(C)NC(=O)NC(=O)COC(=O)CNC(=O)c1cc(Cl)cc([N+](=O)[O-])c1 | -1% | -9% | -4% | -8% | -11% | 7% | -3% | -5% | 1%
O=C(Nc1nc2ccc(F)cc2s1)Oc1ccccc1 | -3% | -8% | -2% | -9% | 4% | -19% | 5% | 10% | 2%
COc1ccc(OC)c(-c2nc(C(N)=O)c3c(n2)n(-c2ccc4c(c2)OCO4)c(=O)n3C)c1 | -6% | 0% | 0% | -1%[59 µM] | -6% | 37%[activator] | -7%[60.1 µM] | . | 0%

Three of the compounds above, with values under each structure:
Results follow in this order: JMJD2A Tudor | POLH inh | BLM helicase inh | G9a block | BAZ2B inh | Pol iota inh | POLK inh | APE1 inh | Pol beta inh
CCOC(=O)c1cc(C)n(-c2ccccc2)c1C
 : -29% | 0% | -4% | 4% | 79µM* | 15% | -4% | -4% | 6%
CN(C)c1ccc(CNn2cnnc2SCc2ccccc2F)cc1
 : ? | 3% | 0% | -6%[12.7 µM] | ? | 4%[58.9 µM] | -3% | 4% | -10%
Cc1ccc(C(=O)N/N=C\c2cc(Br)c(Br)o2)cn1
 : -20% | ? | -13% | 50µM* | 50µM* | ? | ? | ? | ?

Other records follow.
SMILES | JMJD2A Tudor | POLH inh | BLM helicase inh | G9a block | BAZ2B inh | Pol iota inh | POLK inh | APE1 inh | Pol beta inh
NC(=S)Nc1ccc(Cl)cc1Cl | -16% | -12% | 0% | 6% | -3% | 29% | 0% | -4% | 1%
CN1C(C)(C)CC(=NO)CC1(C)C | -8% | -1% | . | . | . | 4% | -5% | . | .
CC(C)c1ccc(S(=O)(=O)N2CCN(C(=O)CN3C(=O)NC4(CCCC4)C3=O)CC2)cc1 | -23% | 2% | -4% | -21% | -14% | 26% | -5% | 8% | -5%
CCOc1ccc(/C=C(\C#N)C(=O)Nc2sc3c(c2C(=O)OC)CCC3)cc1OC | -9% | -15% | 0% | 46%[activator][59 µM] | 29% | -6% | 5% | . | -3%
Cc1ccc(-c2ccc(=O)n(CC(=O)NCC3COCCO3)n2)cc1 (stereo unspecified) | -10% | -13% | -1% | -3% | -3% | 2% | 5% | -13% | 40%
O=S(=O)(c1ccc(Cl)cc1Cl)n1ccnc1 | -8% | 1% | -1% | ? | -25% | ? | -21% | . | 6%
CCOC(=O)C1=CN(Cc2cccc(Br)c2)S(=O)(=O)N(C)C1C (stereo unspecified) | 62%[activator] | -19% | . | . | . | -12% | -8% | -17% | .
COc1ccc(Cn2c(C)c(C)c(C#N)c2NC(=O)Nc2ccc(F)cc2)cc1 | 5% | -16% | -1% | -5% | -2% | ? | -10% | -10% | 28%
CCCCCC(=O)Nc1cccc(C2=NOC3(C2)C[C@@H](C(N)=O)N(C(=O)c2ccc(OC)cc2)C3)c1 (stereo partly specified) | -35% | -4% | -4% | -47%[59 µM] | ? | -17% | -12% | -7% | -23%
O=C1C=CC(=O)N1 | -35% | -3% | . | 2µM* | 11% | -19% | 1% | 1% | .
Cc1ccc2c(c1)c1c(n2CCc2ccc(C)nc2)CCN(C)C1 | -11% | -10% | . | 5%[2.33 µM] | -5% | 27% | -12% | 23% | .
CN(C)S(=O)(=O)c1cccc(NC(=O)COC(=O)c2cccnc2Cl)c1 | -6% | -14% | . | . | . | 29% | 3% | 18% | .
COc1ccc(-c2cc(C(=O)OCc3ccccn3)c3ccccc3n2)cc1 | 20µM* | -15% | -9% | ? | ? | ? | -13% | -10% | 23%
CC(=O)NC1C(=O)N(CCc2ccccc2)c2ccc(Br)cc21 (stereo unspecified) | -22% | -17% | -16% | 11µM* | -3% | 4% | -5% | -11% | 3%
COc1ccc(OC)c(-c2nc3c(C)n[nH]c(=O)c3[nH]2)c1 | -16% | 10% | 3% | 24%[12.7 µM] | 0% | 36%[activator] | -15% | 4% | 1%
COc1ccc(S(=O)(=O)N/N=C(/C)c2ccncc2)cc1 | -9% | 2% | -1% | 7.1µM* | 0% | -18% | -5% | 20% | 4%
COc1cc(/C=c2\sc3nc(=O)c(-c4ccccc4)nn3c2=O)ccc1OCCC(C)C | 1% | -21% | 1% | -5%[59 µM] | 11% | 17% | -1% | 6% | 23%
CCOc1cccc2cc(C(=O)Nc3nccs3)c(=O)oc12 | -6% | 6% | -1% | 16% | -5% | 18% | -11% | -1% | 1%
C#CCSc1nnc(-c2ccc(C)cc2)o1 | 5% | 7% | 4% | 9%[59 µM] | 2% | -4% | -2% | 0% | ?
COc1cc(C(=O)c2ccccc2)c([N+](=O)[O-])cc1OC | -22% | -12% | -1% | 4% | -23% | 18% | -2% | -2% | 34%
Cc1ccc(NC(=O)Cn2nc(C)c3nn(-c4ccc(Cl)cc4)c(C)c3c2=O)cc1F | -18% | -21% | -6% | 17%[59 µM] | 8% | 31%[activator] | -14%[60.1 µM] | . | -13%
Cc1c(C2C(C#N)=C(N)N(c3ccccc3C#N)C3=C2C(=O)CCC3)cnn1C (stereo unspecified) | ? | -3% | -8% | -44%[59 µM] | ? | 52%[activator] | -14% | ? | 40%
COC(=O)c1c(NC(=O)CC2SCC(C(=O)OC)NC2=O)sc2c1CCCC2 (stereo unspecified) | ? | -12% | -6% | -10%[59 µM] | -12% | 0% | -1% | 7% | 6%
Cc1cccc(C)c1NC(=O)CN(C)C(=O)c1ccc(-n2cncn2)c([N+](=O)[O-])c1 | -3% | -6% | . | -7% | -56% | 7% | -9% | 0% | .
CCOc1cccc(-c2nnc3sc(C4CCCCC4)nn23)c1 | -25% | -15% | -1% | 35µM* | -5% | 13% | -3% | -3% | 2%
Cc1ccc(C)n1NC(=O)c1ccccc1[N+](=O)[O-] | -31% | -17% | -6% | -30%[59 µM] | ? | 30%[activator] | -3% | 25% | 2%
Cn1c(N)c(C(=O)COC(=O)C2CCCCC2)c(=O)n(C)c1=O | -2% | -5% | -3% | -3% | -16% | 10%[58.9 µM] | -15% | 2% | 2%
CCNc1ncc2nc(C)c(=O)n(Cc3cccs3)c2n1 | . | . | -6% | 12%[0.501 µM] | . | . | 1%[60.1 µM] | 0% | .
COc1ccc(NC(=O)CCNS(=O)(=O)c2ccc(Br)s2)cc1 | -12% | -8% | -12% | 9% | -29% | 16% | -21% | 0% | 7%
COc1ccccc1CNc1ncnc2onc(-c3ccc(F)cc3)c12 | -12% | -11% | 0% | 3%[59 µM] | 0% | 2% | -12%[60.1 µM] | . | 5%

From PubChem BioAssay
